# Bioassay records from PubChem BioAssay.
# SENP8 inh = SENP8 protease inhibition; Q96LD8; purified SENP8, Z-RLRGG-aminoluciferin cleavage, luminescence; inhibition, % at 10 µM; hit rate 1.2% among 330,000; AID 2540
# Target sequence (Q96LD8 whole entry, looked up): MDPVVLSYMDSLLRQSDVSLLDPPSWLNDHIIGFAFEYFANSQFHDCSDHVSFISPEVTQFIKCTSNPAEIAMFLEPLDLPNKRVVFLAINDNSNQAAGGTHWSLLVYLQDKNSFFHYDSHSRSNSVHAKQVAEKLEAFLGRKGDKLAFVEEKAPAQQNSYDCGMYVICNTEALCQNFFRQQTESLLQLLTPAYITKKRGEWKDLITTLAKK
# UBC13 inh = inhibitors of human UBC13 polyubiquitin chain formation. P61088. TR-FRET. inhibition, % at 20 µM. hit rate 0.47% among 330,000. AID 485273; in the data active means inhibition above about 45%, passing the limit was not always enough
# Target sequence (P61088 whole entry, looked up): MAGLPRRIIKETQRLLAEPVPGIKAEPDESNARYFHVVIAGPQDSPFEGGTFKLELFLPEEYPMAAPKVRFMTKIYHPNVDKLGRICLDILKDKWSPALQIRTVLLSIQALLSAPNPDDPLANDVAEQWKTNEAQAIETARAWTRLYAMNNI
# Jurkat NFkB inh = inhibitors of the PMA/ionomycin-induced NF-kB reporter in Jurkat cells | PMA/ionomycin-induced NF-kB luciferase reporter, luminescence | hit rate 0.53% among 330,000 | inhibition, % at 4 µM
# Apaf1 inhib = human Apaf-1 inhibition | O14727 | hit rate 0.71% among 330,000 | reconstituted apoptosome caspase-3 activity, DEVD-Rh110 fluorescence | inhibition, % at 20 µM; active means inhibition of at least 40% at 20 µM;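 further: plate controls were DMSO wells for no effect and DEVD-CHO caspase inhibitor wells for full effect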
#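 System: Apoptosome proteins | Medium: Hepes pH 7.5 with detergent and BSA | Also added: Cytochrome c trigger plus (Z-DEVD)2-Rh110 caspase-3 substrate | Incubation: 30 min compound preincubation, 50 min activation, room temperature | Detection: Rhodamine 110 fluorescence at Ex 480/Em 540 nm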
# CCR6 antag = antagonists of human CCR6 receptor; P51684; CHO-K1 CCR6 PathHunter beta-arrestin, luminescence, CCL20-stimulated; inhibition, % at 20 µM; hit rate 0.49% among 340,000; AID 493098;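 active means compounds whose inhibition of the agonist-driven luminescence signal at 20 µM reaches about 50%, limit read from the data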;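 further: cells stimulated with CCL20 at 14 nM final; plate controls were DMSO with CCL20 for no effect and DMSO without agonist for full effect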
# Target sequence (P51684 whole entry, looked up): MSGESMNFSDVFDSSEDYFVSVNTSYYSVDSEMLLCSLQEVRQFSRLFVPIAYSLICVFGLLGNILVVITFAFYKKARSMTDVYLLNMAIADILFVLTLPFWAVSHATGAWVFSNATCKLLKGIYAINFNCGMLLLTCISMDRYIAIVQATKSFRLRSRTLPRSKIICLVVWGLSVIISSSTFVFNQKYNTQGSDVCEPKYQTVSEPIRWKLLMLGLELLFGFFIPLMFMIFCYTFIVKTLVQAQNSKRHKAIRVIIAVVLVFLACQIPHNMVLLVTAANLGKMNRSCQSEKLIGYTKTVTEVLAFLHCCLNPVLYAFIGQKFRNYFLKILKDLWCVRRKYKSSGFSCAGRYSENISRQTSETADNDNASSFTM
# Gli-Sufu block = antagonists of Gli-Sufu signaling | AID 588413 | inhibition, % at 5 µM | Sufu-KO-LIGHT fibroblasts, Gli luciferase reporter luminescence | hit rate 0.74% among 340,000;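 active means inhibition above about 55%, limit read from the data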;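 further: 0% = DMSO-treated cells and 100% = wells with medium but no cells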
# 697 NFkB inh = inhibitors of the PMA/ionomycin-induced NF-kB reporter in 697 B cells | 697 B-cell NF-kB luciferase reporter, 16 h | inhibition, % at 4 µM | hit rate 0.33% among 330,000 | AID 435022; in the data active means inhibition above about 35%
# EBI2 antag = EBI2 (human) antagonism | AID 651636 | hit rate 0.81% among 360,000 | EBI2 beta-arrestin recruitment, luminescence, 7a,25-OHC stimulated | inhibition, % at 5 µM | P32249; in the data active means inhibition above about 38%;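 further: enzyme fragment complementation signal reports receptor beta-arrestin coupling in cells; 0% = agonist plus DMSO wells and 100% = wells without agonist; some results beyond the cut were filed as inactive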
# * hit, by the source's call; . = not tested or not shown. Unless noted, no stated cut-off is given here; in the data, active means inhibition above about 50%; inactive means the rest. These rows are one share of the data; count on the stated rates, not on these rows.
SMILES,SENP8 inh,UBC13 inh,Jurkat NFkB inh,Apaf1 inhib,CCR6 antag,Gli-Sufu block,697 NFkB inh,EBI2 antag
O=C(c1ccc(CS(=O)(=O)c2ccccc2)o1)N1CCN(c2ncccn2)CC1,8,5,6,1,-13,6,15,-4
COC(=O)c1ccc(OC(=O)c2nn(C)cc2Cl)c(OC)c1,0,3,4,4,16,4,0,-8
COc1ccc(S(=O)(=O)Cc2ccc(C(=O)NC3CCCCCC3)o2)cc1,-7,-7,-4,-6,15,2,-5,-5
O=C(NC(=S)NCCc1ccccc1)c1cccc(Cl)c1,0,3,-5,17,15,0,-7,-3
Cc1ccc(CCN2CC(C(=O)NCCCN3CCN(C)CC3)CC2=O)cc1 (centres undefined),-1,-3,-15,12,3,3,5,-4
CCCCCC(=O)NC(NC(=S)NC1CCS(=O)(=O)C1)C(Cl)(Cl)Cl (centres undefined),1,3,10,0,-4,4,1,0
COc1ccccc1NS(=O)(=O)c1cccc(NC(=O)CCNC(=O)c2ccccc2OC)c1,-12,9,-11,18,12,0,-8,-6
CC1(OC(=O)C2CCCC2)C(=O)C=C2C=C3CCCCN3C=C2C1=O (centres undefined),-11,-81,-13,36,-2,-8,4,-14
Cc1ccc(C(=O)NNC(=O)CCCN2C(=O)/C(=C/c3ccccc3Cl)SC2=S)cc1,3,25,19,17,4,5,44*,66*
COc1ccccc1NC(=O)COc1ccc(/C=N/NC(=O)CSCc2cc(C)cc(C)c2)cc1,-8,19,8,-8,7,8,8,10
O=C(O)CSCC(=O)NCc1ccc(Cl)cc1,-10,-6,-7,0,-6,-2,-10,-5
Cc1cc(C)c2cc(CN(Cc3ccco3)C(=O)NCc3ccccc3)c(=O)[nH]c2c1,2,12,17,28,19,-20,15,3

# 3 entries already listed, ordered by number of heavy atoms, descending:
SMILES,SENP8 inh,UBC13 inh,Jurkat NFkB inh,Apaf1 inhib,CCR6 antag,Gli-Sufu block,697 NFkB inh,EBI2 antag
COc1ccccc1NC(=O)COc1ccc(/C=N/NC(=O)CSCc2cc(C)cc(C)c2)cc1,-8,19,8,-8,7,8,8,10
Cc1ccc(CCN2CC(C(=O)NCCCN3CCN(C)CC3)CC2=O)cc1 (centres undefined),-1,-3,-15,12,3,3,5,-4
CCCCCC(=O)NC(NC(=S)NC1CCS(=O)(=O)C1)C(Cl)(Cl)Cl (centres undefined),1,3,10,0,-4,4,1,0

# Next results.
SMILES,SENP8 inh,UBC13 inh,Jurkat NFkB inh,Apaf1 inhib,CCR6 antag,Gli-Sufu block,697 NFkB inh,EBI2 antag
O=C(/C=C/c1ccco1)NC(=S)Nc1ccccc1N1CCCC1,4,-2,8,2,16,-4,-6,-7
COc1cccc(OC)c1Nc1nc(C)nc2c1nnn2Cc1ccccc1Cl,1,14,13,5,7,1,-1,10
CCOc1ccc(C(=O)NCC(=O)OCc2csc(-c3ccccc3)n2)cc1,-10,-1,-28,12,0,-18,-14,-16
CC(O)(CS(=O)(=O)Cc1ccccc1)c1ccccc1Cl (centres undefined),-6,2,-12,4,5,2,-1,-2
COc1ccc(C(CC(=O)N2CCCC2)c2c(O)cc(OC)cc2OC)cc1 (centres undefined),-4,-2,2,16,-6,-2,5,-3
CCNS(=O)(=O)c1ccc(NC(=O)c2ccc(Cn3cc(Br)cn3)o2)cc1,-4,5,-2,10,15,2,-25,2
CC(C)CC(=O)Nc1nc(=S)ss1,3,-3,2,-12,16,1,-2,-5
COc1cc(/C=C/[N+](=O)[O-])ccc1OC(=O)/C=C/c1ccc(F)cc1,-4,-11,-9,18,4,34,-20,27
CCN1C(=NCC(C)C)N[C@@H](CCc2ccccc2)[C@H](C(=O)NCC(C)C)[C@H]1C,1,16,-15,4,8,8,8,5
COc1cccc(C(=O)OCc2ccccc2C#N)c1O,-18,9,-8,3,-3,-9,-4,-15
CSc1nnc(C)c(=O)n1COC(=O)COc1ccc2ccccc2c1,-7,2,8,-7,6,1,8,-8
COCCCN=C1NN=C(c2cc(C)n(-c3ccccc3F)c2C)CS1,-5,5,-26,3,11,38,-63,1

# Random excerpt: four records from the list.
SMILES,SENP8 inh,UBC13 inh,Jurkat NFkB inh,Apaf1 inhib,CCR6 antag,Gli-Sufu block,697 NFkB inh,EBI2 antag
CCOc1ccc(C(=O)NCC(=O)OCc2csc(-c3ccccc3)n2)cc1,-10,-1,-28,12,0,-18,-14,-16
CC(O)(CS(=O)(=O)Cc1ccccc1)c1ccccc1Cl (centres undefined),-6,2,-12,4,5,2,-1,-2
CSc1nnc(C)c(=O)n1COC(=O)COc1ccc2ccccc2c1,-7,2,8,-7,6,1,8,-8
COc1ccc(C(CC(=O)N2CCCC2)c2c(O)cc(OC)cc2OC)cc1 (centres undefined),-4,-2,2,16,-6,-2,5,-3

# Full records, quoted from the list:
# `CCN1C(=NCC(C)C)N[C@@H](CCc2ccccc2)[C@H](C(=O)NCC(C)C)[C@H]1C` as listed: SENP8 inh = 1; UBC13 inh = 16; Jurkat NFkB inh = -15; Apaf1 inhib = 4; CCR6 antag = 8; Gli-Sufu block = 8; 697 NFkB inh = 8; EBI2 antag = 5
# `CCNS(=O)(=O)c1ccc(NC(=O)c2ccc(Cn3cc(Br)cn3)o2)cc1` as listed: SENP8 inh = -4; UBC13 inh = 5; Jurkat NFkB inh = -2; Apaf1 inhib = 10; CCR6 antag = 15; Gli-Sufu block = 2; 697 NFkB inh = -25; EBI2 antag = 2
# `COCCCN=C1NN=C(c2cc(C)n(-c3ccccc3F)c2C)CS1` as listed: SENP8 inh = -5; UBC13 inh = 5; Jurkat NFkB inh = -26; Apaf1 inhib = 3; CCR6 antag = 11; Gli-Sufu block = 38; 697 NFkB inh = -63; EBI2 antag = 1

# Next records:
SMILES,SENP8 inh,UBC13 inh,Jurkat NFkB inh,Apaf1 inhib,CCR6 antag,Gli-Sufu block,697 NFkB inh,EBI2 antag
COc1ccc(N2CCN(C(=O)/C(C#N)=C/c3ccccc3)CC2)cc1,-1,-4,-7,5,-11,0,-7,-11
CC(C)NS(=O)(=O)c1ccc(CCC(=O)Nc2cc(Cl)ccc2Oc2ccccc2)cc1,-2,-1,-1,20,8,6,-21,22
COc1ccc(Br)cc1/C=N/Nc1cccc(C(=O)O)c1,-5,-2,-7,7,-7,7,-37,-6
O=C(NNC1OC(CO)C(O)C(O)C1O)c1cccnc1 (centres undefined),3,2,12,-9,6,3,15,-6
O=C(c1cc2cc(F)ccc2[nH]1)N1CCN(c2cccc(Cl)c2)CC1,4,8,2,23,5,37,5,61*
COc1ccc(C)cc1NC(=O)C(OC(=O)Cn1cnc2c1c(=O)n(C)c(=O)n2C)c1ccccc1 (centres undefined),-4,9,10,2,-2,-7,4,-4
CC(=O)C1=C(O)C(=O)N(c2ccc(S(N)(=O)=O)cc2)C1c1ccc([N+](=O)[O-])cc1 (centres undefined),6,-6,4,-4,8,3,20,-5
Cc1cc(N2CCOCC2)nc(C(C)C)n1,5,16,-5,-8,5,-13,3,-4
CCOC(OCC)c1cn(Cc2ccc3c(c2)C(=O)c2ccccc2C3=O)nn1,-12,26,-31,17,.,.,-64,.
CC[C@H](C)[C@@H](NC(=O)O[C@@H]1C(=O)c2cc(Br)ccc2O[C@H]1c1cccc(OC)c1)C(=O)OC,-4,0,-6,26,7,1,-2,.
CCC(=O)NC(Nc1c(C)n(C)n(-c2ccccc2)c1=O)C(Cl)(Cl)Cl (centres undefined),-2,9,18,-2,18,-1,14,-11
CCOc1ccccc1N1CCN(C(=O)c2ccc(OCC(=O)N3CCOCC3)c(OC)c2)CC1,4,-4,2,39,-14,1,-14,-5
CN1N=C(C(=O)N2CCCC(Nc3ccc(F)c(F)c3)C2)CCC1=O (centres undefined),0,0,-14,10,1,-2,16,-20
O=C(CN1CCOCC1)Nc1cc([N+](=O)[O-])ccc1Cl,5,-10,-6,-2,6,-1,-49,2
COC(=O)c1ccc2ccccc2n1,14,-13,4,-1,7,.,19,2
COc1ccc2nc(NC(=O)c3ccc([N+](=O)[O-])o3)sc2c1,16,-39,-19,11,28,-30,-64,-10
Cc1onc(-c2c(Cl)cccc2Cl)c1C(=O)N=S(C)(=O)c1ccccc1 (centres undefined),-4,2,5,-17,4,-4,-8,-3
CC1CCC(NC(=O)CCCn2sc3ccccc3c2=O)CC1 (centres undefined),1,6,1,15,14,-14,3,18
O=Cc1c(N2CCCCC2)nc2ccccn2c1=O,0,3,3,-4,18,-11,16,-10
Cc1cc(C(=O)OCC(=O)c2cccc([N+](=O)[O-])c2)c2cccc(C)c2n1,-11,-22,-3,18,37,1,-4,-6
Cc1[nH]c(C)c(S(=O)(=O)N2CCCCC2)c1C(=O)N1CCCCC1,-2,5,8,-4,-11,-11,-2,-4
COc1ccc([C@H]2C(C(=O)O)=C[C@@H](C(C)(C)C)N2S(=O)(=O)c2ccc(C)cc2)cc1OC,4,-2,10,1,8,3,14,-1
COc1cc(NC(=O)C(C)C)ccc1NC(=O)c1cc2ccccc2o1,42,-4,-78,12,0,-75,-76,17
CCCc1ccccc1OCCNC(=O)c1cc(=O)n(C)c(=O)n1C,-8,-10,4,-7,1,5,-15,-11
COc1ccccc1NC(=O)CCN1C(=O)C2C3CCC(C3)C2C1=O (centres undefined),4,-3,11,-19,1,14,14,-12
O=C(NCCSc1ncc(-c2ccc(F)cc2)[nH]1)c1ccco1,0,4,9,4,0,0,-8,-7
N#CCC(=O)Nn1c(=S)[nH]c2ccccc2c1=O,-8,12,5,-2,3,1,13,5
CCCC(=O)Nc1ccc(N2CCN(S(C)(=O)=O)CC2)cc1,-3,5,-9,-10,-10,-2,-16,-3
COc1ccc(N=C2SC(C(N)=O)CC(=O)N2CCc2ccc(OC)c(OC)c2)cc1 (centres undefined),-4,3,0,1,-11,-2,10,3
CCOC(=O)NC1(C(F)(F)F)NC(=O)N(c2cccc(C(F)(F)F)c2)C1=O (centres undefined),-9,-3,2,6,11,-7,-3,-2
O=C(O)c1nccnc1C(=O)N1CCN(c2ccccc2)CC1,-1,11,0,-6,-11,-11,20,-11
Cc1cc(C)c2c(N)c(C(=O)N3CCCCCC3)sc2n1,1,18,6,2,0,-7,8,-4
CC(=O)Nc1ccc(NC(=O)c2sc3nc4n(c(=O)c3c2C)CCCCC4)cc1,7,-3,0,-15,-5,9,16,-4
O=C(Nc1ccccc1)Nc1cc(Cl)cc(Cl)c1,-11,7,-9,9,-3,0,14,6
CCc1ccc2oc(-c3ccc(NC(C)=O)cc3)nc2c1,72*,14,-219,1,13,-130,-309,22
O=C(CSc1nncn1-c1ccccc1)Nc1ccc(F)cc1F,5,8,5,1,-3,-14,20,-7
COC(=O)CCc1c(C)[nH]c(=S)[nH]c1=O,5,1,-7,-10,0,-9,11,-1
C=CCN1C(=O)CN=C1Nc1ccc(OC)cc1OC,-2,7,4,-4,12,-14,11,-4
Cc1ccc(NC(=O)NNC(=O)c2cc3ccccc3cc2O)cc1,4,3,5,5,11,9,-3,2
COc1ccc(C2C(C#N)=C(C)NC3=C2S(=O)(=O)c2ccccc23)cc1 (centres undefined),-5,-2,-34,27,26,21,-22,-14
COc1ccc(/C=N/OCC(=O)N=Nc2c(O)[nH]c3ccc(Br)cc23)cc1,4,-19,14,4,1,4,9,-3
CCC(C)N(C(=O)c1csnn1)C(C(=O)NC1CCCC1)c1c(F)cccc1Cl (centres undefined),-8,2,-10,7,15,-9,-17,-1
C[C@@H](CSc1ccccc1)CN1CC[C@H](NC(=O)OCc2ccccc2)CCC1=O,-14,6,12,22,13,16,3,8
Cc1ccc(NC(=O)c2ccc(C)cc2)cc1,16,6,-156,-5,9,-114,-191,4
O=C(O)CN1C(=O)c2ccc(C(=O)c3ccccc3)cc2C1=O,-6,1,5,-2,-5,0,4,5
COc1ccc(CCn2c(=O)[nH]c3cc(C(=O)NCCN4CCOCC4)ccc3c2=O)cc1OC,-9,14,1,-6,8,-2,9,-4
Cc1cc(S(=O)(=O)NCCCn2ccnc2)c(C)cc1Cl,0,3,-5,0,0,6,-8,2
COc1ccc(Br)cc1Cn1nnc(C(=O)Nc2ccc3c(c2)OCCO3)c1N,6,-3,10,11,9,13,-16,8
O=C(COC(=O)c1ccc(F)cc1)NCCc1ccc(F)cc1,-3,-4,-20,2,15,5,4,11
O=c1cc(CN2CCOCC2)c2cc(Cl)ccc2o1,-9,-3,-6,-1,7,-2,7,2
